PLCb3 inh = human PLC-beta3 inhibitors, primary screen, biochemical, fluorescence; Purified PLC-beta3, fluorogenic substrate; inhibition, % at 12.2 µM; 0.18% of 370,000 active; AID 720704, 2013; in the data active = inhibition above about 11%;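 note: 0% = median of compound wells on plate and 100% = full blocker control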
ARFGAP1 inhibitor = inhibitors of rat ARFGAP1 GAP activity, primary screen, biochemical, fluorescence polarization, GDP tracer. ADP-ribosylation factor GTPase-activating protein 1 (Rattus norvegicus), Q62848. Arfgap1-stimulated ARF1 GTP hydrolysis, GDP FP detection. inhibition, % at 16.5 µM. 0.26% of 360,000 active. AID 651572, 2012;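 active = inhibition above a per-plate limit, mean inhibition of low control wells plus 3 SD, cut at about 25% in these data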;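 note: 0% = DMSO wells with enzyme and 100% = wells lacking Arfgap1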
Target sequence (Q62848 1-136 limits assumed): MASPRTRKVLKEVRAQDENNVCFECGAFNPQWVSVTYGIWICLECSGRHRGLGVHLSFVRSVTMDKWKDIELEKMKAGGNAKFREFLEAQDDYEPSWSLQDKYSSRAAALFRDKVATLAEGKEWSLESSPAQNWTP
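Assay system: Rat Arfgap1 GAP domain (His6, aa 1-136), purified enzyme | Buffer or medium: HEPES 25 mM pH 7.5, NaCl 150 mM, MgCl2, DTT | Schedule: GTP hydrolysis reaction 2 h at 25 °C | Signal: FP of antibody-bound GDP Alexa 633 tracer, ex 620/em 688 nm | Measure: Percent inhibition of Arfgap1-stimulated GTP hydrolysis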
Tn6 DDE FP = inhibitors of Tn6 peptide binding to fibrin DD(E), primary screen, biochemical, fluorescence polarization, human fibrin, Tn6 probe; Fibrin DD(E) TRITC-Tn6 fluorescence polarization displacement; inhibition, % at 8.3 µM; 0.21% of 370,000 active; AID 720509, 2013;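 active = inhibition above a per-campaign cutoff: mean of compounds within control limits plus 3 SD, cut at about 15% in these data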;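 note: 0% = median of all compound wells on the plate and 100% = blocking peptide control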
SIAE inh = human SIAE inhibitors, primary screen, biochemical, fluorescence polarization, FP-Rh probe, 1536-well HTS. AID 1053197, 2014. 0.69% of 370,000 active. inhibition, % at 9.66 µM. Sialate O-acetylesterase (Homo sapiens), Q9HAT2. SIAE FP-Rh probe binding;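 active = inhibition above a cutoff: mean of compounds within the control limits plus 3 SD of those, cut at about 17% in these data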;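 note: 0% = plate median of compound wells and 100% = probe without SIAE protein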
Tn7 DDE FP = inhibitors of Tn7 peptide binding to fibrin DD(E), primary screen, biochemical, fluorescence polarization, human fibrin, Tn7 probe. Fibrinogen beta chain (Homo sapiens), P02675. FP displacement of FITC-Tn7 peptide from fibrin DD(E); 0% = median of compound wells per plate. inhibition, % at 8.3 µM. 0.13% of 370,000 active. AID 720508, 2013;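 active = inhibition above the mean of compounds falling within the control limits plus 3 SD of them, cut at about 14% in these data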;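 note: 0% = plate median of compound wells and 100% = 10 µM Aha-Tn7 peptide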
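Assay system: Human clot-derived fibrin DD(E) complex | Buffer or medium: Tris/NaCl/CaCl2 buffer, pH 7.8 | Repeats: One replicate per compound | Benchmarks: Aha-Tn7 high control | Measure: % inhibition scaled between sample-field median and high-control FP | Schedule: 10 min plus 3 h, room temperature | Signal: Fluorescence polarization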
ADAM17 inh = ADAM17 inhibitors, primary screen, biochemical, QFRET. recombinant ADAM17, EDANS/DABCYL FRET peptide cleavage. inhibition, % at 6.95 µM. 0.83% of 370,000 active. AID 720648, 2013;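 active = inhibition above the mean of compounds lying between control limits plus 3 SD, set per campaign, cut at about 8.5% in these data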;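 note: 0% = DMSO-only wells as the low control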
TDP2 inh = human TDP2 enzyme inhibitors, primary screen, biochemical, epi absorbance, recombinant enzyme | Tyrosyl-DNA phosphodiesterase 2 (Homo sapiens), O95551 | T5PNP hydrolysis, p-nitrophenol absorbance 415 nm | inhibition, % at 12.8 µM | 0.34% of 370,000 active | AID 720702, 2013;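 active = inhibition above the mean of all tested compounds plus 3 SD, set per campaign, cut at about 25% in these data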;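 note: 0% = DMSO with enzyme and 100% = buffer with substrate but no TDP2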
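System – recombinant human TDP2 · Amount – 120 nM TDP2 per well · Buffer or medium – Mg2+-containing Tris-HCl buffer, pH 7.5 · Reagent – T5PNP substrate, 5 mM · Dosing – 12.8 µM single point, 1% DMSO · Incubation – 2 h at 37 °C · Measured by – epi absorbance · Read-out basis – percent inhibition · Benchmarks – high control without enzyme, low control DMSO plus TDP2 · Repeats – singlicate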
ASAP1 GAP inh = inhibitors of human ASAP1 ArfGAP activity, primary screen, biochemical, fluorescence polarization; AID 624377, 2012; 0.19% of 360,000 active; ASAP1-stimulated ARF1 GTP hydrolysis, GDP FP detection; Arf-GAP with SH3 domain, ANK repeat and PH domain-containing protein 1 (Homo sapiens), …; inhibition, % at 16.5 µM; in the data active = inhibition above about 25%;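 note: 0% = vehicle with enzyme and substrate and 100% = no enzyme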
Target sequence (Q9ULH1 325-724 limits assumed): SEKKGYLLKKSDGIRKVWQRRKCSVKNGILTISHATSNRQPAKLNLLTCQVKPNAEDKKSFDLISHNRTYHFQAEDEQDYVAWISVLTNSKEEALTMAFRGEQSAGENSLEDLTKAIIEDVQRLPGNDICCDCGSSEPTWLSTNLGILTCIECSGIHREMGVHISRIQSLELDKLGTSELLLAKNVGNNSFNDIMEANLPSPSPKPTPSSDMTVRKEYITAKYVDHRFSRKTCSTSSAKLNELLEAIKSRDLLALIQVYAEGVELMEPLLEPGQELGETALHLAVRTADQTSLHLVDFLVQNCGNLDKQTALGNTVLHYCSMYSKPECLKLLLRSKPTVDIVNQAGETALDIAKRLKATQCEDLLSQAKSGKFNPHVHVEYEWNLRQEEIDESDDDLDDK
ADAM10 inh = human ADAM10 inhibitors, primary screen, biochemical, QFRET, HTS; 0.62% of 370,000 active; AID 720582, 2013; Disintegrin and metalloproteinase domain-containing protein 10 (Homo sapiens), O14672; inhibition, % at 7 µM; recombinant ADAM10, EDANS/DABCYL FRET peptide cleavage, 3 h;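 active = inhibition above a per-campaign cutoff equal to the mean of compounds falling between control-based bounds plus 3 SD, cut at about 20% in these data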;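 note: 0% = DMSO wells while the 100% control is not disclosed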
Target sequence (O14672 214-748 limits assumed): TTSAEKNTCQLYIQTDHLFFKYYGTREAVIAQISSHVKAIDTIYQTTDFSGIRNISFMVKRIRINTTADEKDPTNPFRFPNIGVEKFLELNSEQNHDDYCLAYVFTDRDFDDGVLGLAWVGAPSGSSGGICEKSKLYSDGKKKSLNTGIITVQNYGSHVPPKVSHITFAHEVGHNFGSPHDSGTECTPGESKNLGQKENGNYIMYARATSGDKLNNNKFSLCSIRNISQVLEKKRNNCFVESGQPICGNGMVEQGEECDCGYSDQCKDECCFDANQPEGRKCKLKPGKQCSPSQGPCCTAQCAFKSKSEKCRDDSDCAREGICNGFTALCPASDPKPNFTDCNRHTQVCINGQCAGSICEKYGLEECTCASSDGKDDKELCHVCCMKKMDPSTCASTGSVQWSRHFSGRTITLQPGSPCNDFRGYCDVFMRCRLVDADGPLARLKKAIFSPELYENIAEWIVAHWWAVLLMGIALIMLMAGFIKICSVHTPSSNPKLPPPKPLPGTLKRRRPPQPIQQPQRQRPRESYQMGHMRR
PLC-gamma1 inh = PLC-gamma1 enzyme inhibitors, primary screen, biochemical, fluorescence, purified enzyme; 1-phosphatidylinositol 4,5-bisphosphate phosphodiesterase gamma-1 (Homo sapiens), P19174; AID 720700, 2013; 0.84% of 370,000 active; fluorogenic substrate; inhibition, % at 12.2 µM; in the data active = inhibition above about 9.5%
* marks the source's active call; other numbers are inactive results; nt = not tested or not shown.

SMILES | PLCb3 inh | ARFGAP1 inhibitor | Tn6 DDE FP | SIAE inh | Tn7 DDE FP | ADAM17 inh | TDP2 inh | ASAP1 GAP inh | ADAM10 inh | PLC-gamma1 inh
CCOC(=O)CCNC(C(=O)OCC)c1ccccc1 (stereo not drawn) | 2 | 0 | 1 | 3 | 1 | -1 | -5 | 6 | 11 | 3
Cc1ccc2c(Cl)cc(Cl)c(OCC(=O)Nc3cccc(S(=O)(=O)N(C)C)c3)c2n1 | 5 | -1 | -5 | 6 | -15 | -1 | -9 | -7 | -25 | 2
COc1ccc(OCc2cc(C(=O)N3CCCCCCC3)no2)c(Cl)c1 | -7 | 7 | 0 | 4 | -4 | 0 | 1 | -19 | -1 | 0
Cn1ncc(Br)c1C(=O)N/N=C/c1cccc(OC2CSC2)c1 | 1 | 5 | 1 | 0 | -4 | 3 | 0 | 3 | 6 | 5
CCOC(=O)c1cnc2c(cnn2C)c1NCCCn1ccnc1 | -4 | -8 | -1 | -1 | 6 | -7 | 1 | 4 | 0 | 0
Cc1cc(-c2ccccc2)n2ncnc2n1 | -6 | 2 | 3 | -6 | -4 | -3 | -11 | 0 | 5 | 0
c1ccc(-c2cncnc2)nc1 | 0 | 9 | -2 | 2 | -6 | -2 | -4 | -9 | -4 | 3
CCOC(=O)c1ccc(NC(=O)CN2C(=O)C(CC)SC(CC)C2=O)cc1 (stereo not drawn) | 4 | 7 | 1 | -2 | -2 | 0 | -6 | -7 | 0 | -1
COc1ccc(OC)c(NC(=O)c2ccc3c(c2)C(=O)N(CC2CCCO2)C3=O)c1 (stereo not drawn) | -5 | 7 | 2 | -3 | -2 | -1 | 1 | -4 | -3 | 0
CCN1CCN(C(c2cccs2)C(C)NC(=O)c2ccccc2F)CC1 (stereo not drawn) | 0 | 4 | 2 | 5 | -2 | -2 | -6 | 9 | -6 | 4
COc1ccc(C)cc1NC(=O)c1nnn(Cc2cc(C)ccc2C)c1N | -3 | 6 | 1 | 5 | 8 | -3 | 11 | -2 | -11 | 0
N/C(=N\O)c1ccc(NC(=O)c2ccc(Br)o2)cc1 | 5 | -6 | 8 | 4 | -2 | 0 | 1 | 2 | -1 | 1
COC(=O)C1(Cc2cc(-c3cccc(Br)c3)no2)CCN(C(=O)OC(C)(C)C)CC1 | -4 | 14 | -11 | 1 | -2 | 3 | -3 | 13 | 8 | -4
Cc1ccc(-n2c(C3CC3c3ccc(Cl)cc3)n[nH]c2=S)cc1 (stereo not drawn) | 0 | -10 | -1 | 2 | -4 | 12* | 1 | 6 | 16 | 1
O=C(COC(=O)CCN1C(=O)C2CC=CCC2C1=O)NCCc1ccccc1 (stereo not drawn) | -3 | 8 | 0 | -4 | -11 | 5 | -8 | 0 | 10 | 3
CC(C)NC(=O)CCCc1ccccc1 | 2 | -1 | -5 | -4 | -4 | -3 | -8 | -9 | -5 | 2
CN1C(=O)Nc2cccc3cccc1c23 | -5 | -17 | 7 | 6 | 6 | -2 | 5 | -2 | -6 | -1
Cc1ccc(S(=O)(=O)CCC(=O)NCCc2ccc(Cl)cc2)cc1 | 1 | -10 | 4 | 6 | 0 | 4 | -8 | -4 | 7 | 2
COC(=O)Cc1nnn2c1[C@H](C)[C@@H](OC)c1ccccc1-2 | 1 | -3 | -3 | 4 | 1 | -3 | 2 | 5 | -4 | 0
CN(Cc1ccccc1)C(=O)C1CCN(S(=O)(=O)c2ccc3nc4c(c(C(=O)O)c3c2)CCCC4)CC1 | -72 | 10 | -8 | 2 | 1 | -16 | 4 | -2 | -24 | -44
COc1ccc(NC(=O)C2CCCN(C(=O)Nc3ccc(F)cc3)C2)cc1OC (stereo not drawn) | -8 | 6 | -3 | -2 | -1 | -6 | 1 | -3 | 3 | 2
COCCN(C(=S)Nc1cccc(OC)c1)C(C)c1cccs1 (stereo not drawn) | 4 | 7 | -7 | 3 | 10 | 1 | 4 | 10 | 3 | 0
O=C1OC(c2ccc(F)cc2)=N/C1=C\c1ccc(Br)o1 | -5 | 5 | 7 | 1 | -3 | 1 | -3 | 4 | -8 | 2
CCCCC(=O)N1CC(=O)Nc2ccc(F)cc2C1c1ccccc1 (stereo not drawn) | -1 | 5 | 2 | 11 | 1 | -1 | -11 | 6 | 13 | 6
COc1ccc(CCNC(=O)COc2cccc3c2OC(C)(C)C3)cc1OC | 2 | 8 | -3 | 10 | -4 | 1 | 7 | -7 | -3 | -2

Single entries from above.
CCCCC(=O)N1CC(=O)Nc2ccc(F)cc2C1c1ccccc1 (stereo not drawn) in ADAM17 inh = -1
N/C(=N\O)c1ccc(NC(=O)c2ccc(Br)o2)cc1 in SIAE inh = 4

(list continues)
SMILES | PLCb3 inh | ARFGAP1 inhibitor | Tn6 DDE FP | SIAE inh | Tn7 DDE FP | ADAM17 inh | TDP2 inh | ASAP1 GAP inh | ADAM10 inh | PLC-gamma1 inh
COC(=O)[C@]12C[C@H](CC(=O)NCc3cccc(C(F)(F)F)c3)C(=O)N(CCC3=CCCCC3)C1=C[C@H](C1CCCC1)O[C@@H]2C | 1 | nt | 8 | -4 | 4 | -2 | -8 | nt | 5 | 0
c1ccc2oc(-c3csc(N4CCOCC4)n3)cc2c1 | -7 | -9 | 6 | 12 | -1 | -2 | -4 | -3 | -7 | -2
COC(=O)C[C@H]1CC[C@@H]2[C@@H](COc3ccc(NC(=O)Nc4cccc(C)c4)cc3C(=O)N2C)O1 | 3 | nt | 0 | 1 | 5 | -3 | 2 | nt | -5 | 0
COc1cc(C=O)ccc1Oc1nnnn1-c1ccc(C(N)=O)cc1 | -2 | 4 | 0 | 1 | -7 | -7 | -8 | -4 | -3 | 2
Cn1c(CNC(=O)CNC(=O)c2ccccc2F)cc(=O)n(C)c1=O | -2 | 4 | 2 | -2 | -1 | -1 | 6 | 0 | -3 | 1
COc1cc(CNC(C)c2ccccc2)cc(Br)c1OCc1ccc(F)cc1 (stereo not drawn) | -3 | 8 | 3 | -4 | 4 | 0 | 1 | 10 | 5 | -1
COCCCNC(=O)c1cc2cc(Br)ccc2oc1=O | -7 | 4 | -1 | 4 | -8 | -5 | 5 | -4 | 0 | -3
CC1CCN(S(=O)(=O)c2ccc3c(c2)C(Cl)(Cl)C(=O)N3)CC1 | 2 | -13 | -3 | 2 | -1 | 1 | 18 | 12 | -16 | 4
COc1c(F)c(F)c(C(=O)O)c(Nc2cccc(C)c2)c1F | -2 | 2 | 0 | 5 | 8 | 0 | 5 | 12 | 2 | -5
C=CCOc1ccc(C(=O)Nc2ccc3c(c2)n(C)c(=O)n3C)cc1 | -6 | 5 | -3 | -2 | 1 | 1 | -1 | -1 | 3 | 5
Cc1nonc1CN(C)C(=O)c1ccc(OC2CCN(C(=O)c3cccnc3)CC2)cc1 | -2 | -9 | 9 | 9 | 9 | 2 | -8 | -5 | 1 | 6
COc1ccc2c(=O)cc(C(F)(F)C(F)(F)F)oc2c1 | 0 | 6 | 8 | 0 | 8 | -6 | -1 | 0 | 3 | 0
Cc1c(CC(=O)O)c(=O)oc2cc3oc4c(c3cc12)CCCC4 | -161 | 14 | 7 | 2 | -8 | -29 | 1 | 2 | -78 | -106
CC1=CCC2COC(c3ccc[n+](Cc4ccccc4)c3)C1C2 (stereo not drawn) | -1 | 3 | -1 | -3 | -4 | 1 | -3 | -2 | 3 | 3
Cc1cc(=O)oc(C)c1C(=O)OCC(=O)c1ccc2ccccc2c1 | -101 | 1 | 0 | -6 | 5 | -32 | 8 | 0 | -88 | -77
CCOc1ccc(N(Cc2ccccc2F)C2=NC3CS(=O)(=O)CC3S2)cc1 (stereo not drawn) | -1 | -2 | -5 | 3 | -6 | -1 | -3 | 7 | 3 | -1
COC(=O)Cc1ccc(NC(=O)c2ccc3c(c2)C(=O)N(Cc2ccco2)C3=O)cc1 | -9 | 11 | 6 | 4 | 3 | -5 | 8 | -12 | -11 | 2
Cc1nc2c(cnn2CCO)c(=O)[nH]1 | 1 | 10 | -4 | 2 | 0 | -4 | 4 | 4 | -22 | 2
C=CCn1c(SCC(=O)N2CCN(C(=O)c3ccco3)CC2)nc2sc(CC)cc2c1=O | -1 | 3 | 0 | 1 | 7 | -7 | 1 | 13 | -12 | -2
O=C(Nc1cccc(Cl)c1)c1cnc[nH]1 | -1 | 0 | 7 | 9 | 1 | -6 | -7 | -11 | -3 | -1
CC(C)CCn1c(=O)c2ccccc2n2c(CCC(=O)NC3CCN(Cc4ccccc4)CC3)nnc12 | -6 | -5 | -5 | 2 | 1 | 0 | -17 | 2 | -2 | 7
CCOC(=O)N1CCC2(CC1)CC(=O)c1cc(O)ccc1O2 | -39 | 3 | -2 | 11 | 0 | 1 | -13 | -15 | -2 | -34
COc1ccc(/C=N\NC(=O)CNC(=O)C2COc3ccccc3O2)cc1[N+](=O)[O-] (stereo not drawn) | 4 | -7 | 2 | -7 | -1 | -5 | 1 | 0 | 0 | 3
Cc1ccc(C)c(NC(=S)N2CCC(NC(=O)c3ccco3)CC2)c1 | -4 | 3 | -3 | -1 | 1 | 1 | 3 | -3 | -5 | -1
COc1ccc(OC)c(C2=CC(=O)C[C@H](c3ccc4c(c3)OCO4)C2)c1 | -88 | 6 | -1 | -1 | 0 | 0 | 3 | 17 | 5 | -61

Two records drawn at random from the list so far, as already listed:
SMILES | PLCb3 inh | ARFGAP1 inhibitor | Tn6 DDE FP | SIAE inh | Tn7 DDE FP | ADAM17 inh | TDP2 inh | ASAP1 GAP inh | ADAM10 inh | PLC-gamma1 inh
Cc1ccc(C)c(NC(=S)N2CCC(NC(=O)c3ccco3)CC2)c1 | -4 | 3 | -3 | -1 | 1 | 1 | 3 | -3 | -5 | -1
Cc1cc(=O)oc(C)c1C(=O)OCC(=O)c1ccc2ccccc2c1 | -101 | 1 | 0 | -6 | 5 | -32 | 8 | 0 | -88 | -77

Screens (PubChem BioAssay)
